# Source: PubChem BioAssay (National Center for Advancing Translational Sciences (NCATS))
# Vif-APOBEC3F blk: qHTS for Inhibitors of Vif-A3F Interactions: qHTS. HeLa A3F-eYFP + Vif (tagged APOBEC3F with the HIV-1 protein that degrades it), YFP fluorescence increase. Potency, µM (titrated, usually from 46.1 µM), for inactives: at the top dose activity, negative = active. 390,000 compounds, 0.2% hits; also: potency is read from the fitted curve at half-maximal effect; % of control where 0% means no effect; nearly all actives have a fitted effect of over 65% in size
#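 Fluorescence increase (Ex 488/Em 500-530) after overnight compound treatment at 37 deg C flags inhibition of Vif-driven A3F-eYFP loss in stable HeLa A3F-eYFP/Vif cells seeded overnight beforehand.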
# D2 agonist: HTS Assay for Allosteric Agonists of the Human D2 Dopamine Receptor: Primary Screen for Agonists; D(2) dopamine receptor (Homo sapiens), P14416; HEK293 T-REx D2 cells, calcium flux agonist mode; activation, % at 2 µM; 340,000 compounds, 0.53% hits; AID 485358, 2010;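 active = activation over 3 SD above normal in the single-dose calcium agonist read, cut at about 30% in these data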; also: 0% is about no effect
# Target sequence (P14416 whole entry, looked up): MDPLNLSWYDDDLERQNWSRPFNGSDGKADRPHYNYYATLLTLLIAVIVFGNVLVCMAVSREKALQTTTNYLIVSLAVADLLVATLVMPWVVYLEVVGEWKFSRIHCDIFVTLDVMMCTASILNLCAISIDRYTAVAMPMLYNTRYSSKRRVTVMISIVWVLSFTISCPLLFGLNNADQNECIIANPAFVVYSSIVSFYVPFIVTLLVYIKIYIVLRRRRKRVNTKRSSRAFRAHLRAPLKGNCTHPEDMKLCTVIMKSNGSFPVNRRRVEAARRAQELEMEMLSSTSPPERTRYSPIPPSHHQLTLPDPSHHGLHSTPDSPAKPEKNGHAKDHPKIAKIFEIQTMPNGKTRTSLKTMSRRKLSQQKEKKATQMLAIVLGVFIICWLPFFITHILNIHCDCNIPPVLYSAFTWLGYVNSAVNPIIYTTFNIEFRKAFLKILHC
#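 Tetracycline-induced HEK293 T-REx cells with force-coupled D2 receptor, plated overnight at 30 C, loaded with no-wash calcium dye. After a 10 s baseline, compound was pin-added and calcium flux read kinetically for 180 s; calcium rises flagged agonists.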
# RGS4 inh: Inhibitors of Regulator of G Protein Signaling (RGS) 4: qHTS. Regulator of G-protein signaling 4 (Homo sapiens), P49798. Transcreener GDP fluorescence polarization, RGS4-accelerated GTP hydrolysis. Potency, µM (highest dose often 114 µM), for inactives: top-dose activity change, negative = inhibition, most hits filed as inhibitors. 390,000 compounds, 0.039% hits; also: potency is read from the fitted curve at half-maximal effect; % is scaled to controls: 0 for no effect and ±100 for the full control effect; nearly all actives have a fitted effect of over 75% in size; some results filed as inactive show a strong effect at the top dose
#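 MLSMR compounds (23 nl, pin-transferred) preincubated 10 min at room temperature with a 500nM (2x) first reagent, then RGS4 at 900nM (2x) plus Transcreener GDP mix added; fluorescence polarization (620/688 nm) read before and after 90 min at 30 °C.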
# ALOX12 inh: Primary qHTS assay for inhibitors of human arachidonate 12S-lipoxygenase (ALOX12): Round 2; Potency, µM (titrated, usually from 108 µM), for inactives: top-dose activity change, negative = inhibition, actives largely listed as inhibitors; Polyunsaturated fatty acid lipoxygenase ALOX12 (Homo sapiens), P18054; purified 12hLO, xylenol orange hydroperoxide absorbance; 580,000 compounds, 1.1% hits; also: potency is read from the fitted curve at half-maximal effect; % is scaled to controls: 0 for no effect and ±100 for the full control effect
# Target sequence (P18054 whole entry, looked up): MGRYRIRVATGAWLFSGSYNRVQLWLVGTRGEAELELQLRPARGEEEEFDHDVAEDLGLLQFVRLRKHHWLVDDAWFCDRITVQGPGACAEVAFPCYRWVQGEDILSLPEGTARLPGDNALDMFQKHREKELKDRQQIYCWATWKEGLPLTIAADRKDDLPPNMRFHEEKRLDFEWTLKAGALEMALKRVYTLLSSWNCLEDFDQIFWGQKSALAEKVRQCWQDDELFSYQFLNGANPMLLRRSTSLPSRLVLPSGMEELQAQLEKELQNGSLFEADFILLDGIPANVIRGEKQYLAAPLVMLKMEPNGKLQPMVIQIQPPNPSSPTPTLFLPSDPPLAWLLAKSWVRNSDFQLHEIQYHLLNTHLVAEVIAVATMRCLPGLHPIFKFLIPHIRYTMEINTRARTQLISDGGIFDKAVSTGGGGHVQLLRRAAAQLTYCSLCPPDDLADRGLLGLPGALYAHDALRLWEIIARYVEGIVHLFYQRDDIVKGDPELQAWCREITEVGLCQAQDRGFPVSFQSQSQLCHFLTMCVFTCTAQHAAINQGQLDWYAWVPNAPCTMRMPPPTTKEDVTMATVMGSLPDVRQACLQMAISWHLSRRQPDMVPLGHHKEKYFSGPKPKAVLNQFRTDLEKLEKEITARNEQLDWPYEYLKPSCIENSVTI
#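 Hydroperoxide product was detected by ferrous iron/xylenol orange as the 573 to 405 nm absorbance ratio. Arachidonic acid at 40 uM (final) was turned over for 30 min at room temperature by 150 nM human 12hLO, pH 7.0 Hepes buffer, after 15 min compound preincubation.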
# D2 antagonist: HTS Assay for Allosteric Antagonists of the Human D2 Dopamine Receptor: Primary Screen for Antagonists | D(2) dopamine receptor (Homo sapiens), P14416 | inhibition, % at 10 µM | 340,000 compounds, 2% hits | HEK293 TREx D2 cells, calcium flux, dopamine EC80; in the data active = inhibition above about 30%; also: 0% is about no effect
#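 Inhibition of EC80 dopamine-driven calcium flux, recorded kinetically, defines activity here; cells are a tetracycline-induced HEK293 T-REx line expressing force-coupled D2.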
# LDHA inh: qHTS assay for inhibitors of human lactate dehydrogenase; L-lactate dehydrogenase A chain (Homo sapiens), P00338; purified LDHA, NADH/diaphorase-resazurin fluorescence; hits give low values; activity change, % (values are at about 110 or 230 µM); 480,000 compounds, 0.15% hits; in the data active = activity change below about -30%; inconclusive = mostly about -25% to -30%;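 also: plate controls were DMSO wells for no effect and wells without enzyme for full effect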
#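 Human LDH5 (2 nM) was incubated with 0.06 mM NADH and 0.2 mM pyruvate for 5 min at room temperature in Tris pH 7.4. Remaining NADH was coupled through diaphorase/resazurin, and resorufin fluorescence was read at 0 and 20 min.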
# ERG-DNA inh: qHTS for Small Molecule Inhibitors of the ERG Ets/DNA interaction; Transcriptional regulator ERG (Homo sapiens), P11308; fluorescence polarization, His-ERG Ets domain / labelled DNA; Potency, µM (doses to about 76.9 µM), without a hit: at the top dose FP activity, negative = inhibition, actives largely listed as inhibitors; 370,000 compounds, 0.028% hits; AID 624246, 2012; active = well fitted inhibition curve with a large enough effect in the polarisation, with a control signal flat; inconclusive = small, poorly fitted or top-dose-only effect, or effect the other way, or a change in a side signal; inactive = no such curve, though single readings can be large or run the other way; the % refers to the polarisation;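 also: polarization taken with two DNA probes labelled with fluorescein and Texas red; potency is read from the fitted curve at half-maximal effect; % of control where 0% means no effect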
#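 His-tagged ERG Ets domain (1 uM in the protein solution; 300mM KCl, 50mM Tris-HCl, 1mM EDTA, 1mM DTT, pH 7.5) received compound, then a probe mix of 5 nM fluorescein-DNA and 100nM Texas-615-DNA. Fluorescence polarization was read for both dyes.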
# Glioma ERSR ind: qHTS for Inducers of the Endoplasmic Reticulum Stress Response (ERSR) in Human Glioma: qHTS. U87-MG GRP78 promoter luciferase reporter, 16 h. AID 602332, 2012. 420,000 compounds, 0.02% hits. Potency, µM, for the others: top-dose activation, most hits filed as activators; also: potency is read from the fitted curve at half-maximal effect; series mostly up to about 76 µM; % of control where 0% means no effect; nearly all actives have a fitted effect of over 35% in size
#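 Stably transfected U87-MG glioma cells carrying a GRP78-based luciferase sensor; 16 h compound incubation. Luminescence end-point read 10 min after Bright-Glo addition at room temperature.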
# Vif-APOBEC3G blk: qHTS for Inhibitors of Vif-A3G Interactions: qHTS | Potency, µM (titrated, usually from 46.1 µM), inactives show at the top dose activity, negative = active, most hits filed as inhibitors | DNA dC->dU-editing enzyme APOBEC-3G (Homo sapiens), Q9HC16 | 410,000 compounds, 0.076% hits | HeLa A3G-eYFP + Vif (tagged APOBEC3G with the HIV-1 protein that degrades it), YFP fluorescence, overnight;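 also: potency is read from the fitted curve at half-maximal effect; % is scaled to controls: 0 for no effect and ±100 for the full control effect; nearly all actives have a fitted effect of over 60% in size; hits raise eYFP signal because A3G escapes Vif-driven loss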
#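 HeLa cells stably expressing Vif and C-terminally eYFP-tagged A3G, seeded overnight at 37 deg C, then exposed to compound by pintool overnight at 37 deg C. Rise in yellow fluorescence (Ex 488/Em 500-530, Acumen) marks blocked Vif-driven A3G degradation.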
# An asterisk follows results filed as active; ? = inconclusive; . = no result given; & = joins results of further samples; [ ] = dose if it differs, or a comment. Unless noted, calls follow the shape of the dose curve; as a rule, active = well fitted curve in the direction sought with a large enough effect; inconclusive = small, poorly fitted or top-dose-only effect, or another doubt; inactive = no such curve, though single readings can be large; an effect the other way counts as inactive or inconclusive.
# Fields – Vif-APOBEC3F blk	D2 agonist	RGS4 inh	ALOX12 inh	D2 antagonist	LDHA inh	ERG-DNA inh	Glioma ERSR ind	Vif-APOBEC3G blk
1	Cc1oc(-c2ccccc2Cl)nc1CN1C(=O)CN=C(c2ccccc2)c2ccccc21
→ -2%	-0.2	-4%	18%	21	-5	4%	-3%	-8%
2	COc1cc2c(cc1OC)C(C(=O)N1CCC3(CC1)OCCO3)C(c1ccccc1F)N(C)C2=O (stereo not drawn)
→ 9%	-0.1	-3%[11.4 µM]	0%	6	-1	7%	-4%	-5%
3	CC(=O)NCC(=O)Nc1ccc(Br)cc1C(=O)c1ccccc1
→ -7%	0.4	-8%	95%[activator]	-6	-1	-4%	0%	-5%
4	CCOc1cc2c(cc1OCC)-n1cccc1C(c1cc(OC)ccc1F)NC2 (stereo not drawn)
→ 1%	-0.4	18%	?	-5	2	-6%	-5%	1%
5	COC(=O)c1cccc(NC(=O)N2C[C@H]3C[C@@H](C2)c2cccc(=O)n2C3)c1
→ -5%	0.7	0%	-4%	13	-2	5%	4%	-3%
6	Cc1c2cnn(CC(=O)N3CCC4(CC3)OCCO4)c(=O)c2c(C)n1Cc1ccccc1
→ 1%	.	16%	14%	.	-2	6%	-2%	-1%
7	COc1ccc(C)cc1NC(=O)c1cccn(Cc2cccc([N+](=O)[O-])c2)c1=O
→ -4%	.	-41%	-10%	.	1	4%	-1%	2%
8	O=[N+]([O-])c1c2ccccc2cc2ccccc12
→ -3%	-1.1	34%	?	-10	-3	17%	-2%&2%	0%
9	Nc1nc(OCc2ccccc2)c2[nH]cnc2n1
→ 3%	.	6%[56.9 µM]	-2%[57.4 µM]	.	-4	?	1%&-2%	-3%
10	O=c1c([N+](=O)[O-])cn(O)cc1[N+](=O)[O-]
→ -11%	.	-24%	?	.	10	17%	-2%	0%
11	Cc1ccc(-c2nc3ccccc3c(=O)n2-c2ccccn2)cc1
→ 5%	0.6	6%	-4%	-12	-2	9%	-2%	-3%
12	c1ccc(CCNCc2cccs2)cc1
→ 6%	0.5	-1%	?	-34	-2	4%	-3%	5%
13	Cn1c(O)c(/C=C/C=Nc2ccccc2)c(=O)n(C)c1=O
→ 2%	5.0	-1%	-16%	12	-2	-13%	-2%	-9%
14	CCS(=O)(=O)NCc1nnc2n1-c1ccc(Cl)cc1C(c1ccccc1)=NC2
→ 3%	-0.6	-3%	-16%	2	6	7%	-4%	2%
15	Cc1cc(C=O)c(C)n1C(C)C
→ 7%	0.3	0%	-11%	-4	1	-2%	-3%	0%
16	COc1ccc(S(=O)(=O)N2Cc3ccccc3-n3nncc3C2)cc1
→ -6%	.	.	?	.	-2	.	0%	0%
17	Cc1oc(-c2ccc(Cl)cc2)nc1CN1C(=O)CN=C(c2ccccc2)c2ccccc21
→ 5%	.	-12%	5%	.	-2	1%	-2%	-7%
18	Fc1ccc(C2N3CCCN23)cc1 (stereo not drawn)
→ -8%	-1.1	13%	0%	3	2	-5%	-3%	1%
19	Oc1ccccc1-[n+]1c(-c2ccccc2)cc(-c2ccccc2)cc1-c1ccccc1
→ 0%	8.5	-12%	-25%	13	-2	3%	-1%	-2%
20	N#Cc1c(Br)n(C2OC(CO)C(O)C2O)c2ncnc(N)c12 (stereo not drawn)
→ -28%	.	-31%	4%	.	5	.	-6%	?
21	COc1cc2c(cc1OC)[C@H]1C(=O)c3ccc4c(c3O[C@H]1CO2)C[C@@H](C(C)(C)O)O4
→ -6%	.	-9%	2%	.	3	-6%	-4%	4%
22	COc1cc2c(cc1OC)C(C)NCC2 (stereo not drawn)
→ 2%	0.1	-6%	25%	-23	-3	46%[activator]	-1%&-4%&-2%	-1%
23	N#CCCn1cc(C(=O)NCc2ccccc2)c(-c2ccc3c(c2)OCCO3)n1
→ 10%	0.7	-21%	10%	-4	-2	15%	-4%	0%
24	Nc1nc2ccc(Cl)cc2c2nc(-c3ccco3)nn12
→ .	0.9	?	1%&90%	-18	0	.	1%&3%&-4%	.
25	O=P1(Oc2ccccc2)CC=C[C@H](COCc2ccccc2)O1 (stereo partly drawn)
→ -3%	0.0	1%	-14%	20	-5	8%	0%	-2%
26	CCN(CC)S(=O)(=O)c1cccc(N=Nc2c(O)n(CC)c(=S)n(CC)c2=O)c1
→ 0%	-6.0	-48%	-3%	-11	0	-8%	-13%	1%
27	C[C@H](NC(=O)N1C[C@H]2C[C@@H](C1)c1cccc(=O)n1C2)C(=O)Nc1cccc(F)c1
→ 1%	0.6	-7%	20%	12	-6	-4%	0%	1%
28	O=C(Nc1ccccc1)c1c(O)[nH]c(=O)[nH]c1=O
→ 1%	.	-11%	?	.	-4	-8%	-3%	2%
29	C[C@]12CCC3C(CC[C@H]4C[C@@H](O)CC[C@]34C)C1C[C@@H](O)[C@]2(C)O (stereo partly drawn)
→ 0%	.	27%	1%	.	-2	2%	-3%	-1%
30	CCC(C)C1NC(=O)C(C(C)=O)=C1O (stereo not drawn)
→ -1%	-0.8	-21%	-16%	24	1	13%	-5%	3%
31	N#CC12CNCC1CN=N2 (stereo not drawn)
→ -5%	.	-5%	-6%	.	0	0%	-2%	0%
32	CC(Cc1ccccc1)NCc1ccccc1O (stereo not drawn)
→ 0%	0.2	9%	2%	0	-7	0%	-3%	1%
33	CCC(C)N1C(=O)/C(=C/c2ccc3c(c2)CCN3CCCCl)C(=O)NC1=S (stereo not drawn)
→ ?	-1.4	?	?	2	0	16%	1%	-1%
34	C[C@]12CCC3C(CC[C@H]4C[C@H](OC(=O)c5cccnc5)CC[C@]34C)C1CCC2=O (stereo partly drawn)
→ 4%	.	0%	?	.	1	2%	-5%	11%
35	N=C1/C(=C\c2ccc(OC(=O)c3ccccc3Cl)cc2)C(=O)N=C2SC(N3CCOCC3)=NN12
→ -12%	-0.6	?	-27%	-10	5	16%	0%	-1%
36	CSc1nnc(C2CCNCC2)n1C
→ 1%	0.4	-50%	?	-1	2	-12%	-4%	1%
37	CCOc1ccc(N2C(=O)/C(=C/c3ccc(C)o3)C(=O)NC2=S)cc1
→ 5%	0.9	-113%	?	11	15	36%[activator]	-2%	-3%
38	COC(=O)C1=C(c2cccc(OCc3ccccc3)c2)C[C@@H]2CC[C@H]1N2C(=O)NCc1cc(C)oc1C(F)(F)F
→ 4%	0.9	-19%	1%	5	-1	-5%	-5%	-6%
39	CCN1CCN(c2cn[nH]c(=O)c2Cl)CC1
→ -7%	.	29%	11%	.	-9	-2%	-2%	0%
40	CCOC(=O)Cc1csc(NC(=O)c2c(O)c3ccccc3n(CCC(C)C)c2=O)n1
→ 0%	-1.1	1%	7%	-13	-4	-4%	0%	0%
41	COc1ccc(/C=C2\SC(=O)N(CCn3cnnn3)C2=O)cc1
→ 3%	.	?	-7%	.	-1	-1%	4%	0%
42	Cc1ccc(N=C(N(C)C)P(=O)(N(C)C)N(C)C)cc1
→ -12%	1.5	-2%	0%	-21	-9	-1%	-4%	-6%
43	Cc1cccc(-n2c(CN3C(=O)c4ccccc4C3=O)nc3ccccc3c2=O)n1
→ 0%	.	-3%	5%	.	-4	-2%	-2%	2%
44	O=C1C=C2C=C[C@@H]3CC2(O1)[C@H]1CCCCN31
→ -11%	0.4	-3%	0%	-2	-8	4%	-6%	?
45	CC1(C(=O)O)CCCC2(C)c3cc(O)ccc3CCC12 (stereo not drawn)
→ 3%	.	37%	-18%	.	1	-11%	-3%	0%
46	O=C1NC(=O)C2(Cc3cc([N+](=O)[O-])ccc3N3CCN(C(=O)c4ccccc4)CC32)C(=O)N1 (stereo not drawn)
→ 10%	-0.1	-27%	24%	-12	-6	6%	0%	0%
47	CN(C)c1ccc(CCN2CCOCC2)cc1
→ 1%	0.3	-7%	2%	-9	1	-12%	-2%	2%
48	CC(C)Oc1cccc(NC(=O)c2cccn(Cc3ccc4c(c3)OC(F)(F)O4)c2=O)c1
→ 2%	.	-40%	0%	.	6	-3%	0%	-1%
49	CN(Cc1ccccc1)C(=C(Cl)Cl)/C(=C1/NCCN1Cc1ccc(Cl)nc1)[N+](=O)[O-]
→ -3%	0.5	14%	-20%	1	-1	.	-3%	0%
50	COc1nc(C)nc(NC(=O)NS(=O)(=O)c2ccccc2Cl)n1
→ 10%	.	-6%	17%	.	-3	1%	-1%	-2%
51	C#CC1(O)CCC2C3CCC4=CC(=O)CCC4=C3C=CC21C (stereo not drawn)
→ 9%	.	-38%	?	.	20	-1%	-4%	-13%
52	O=P(Nc1cccnc1)(Oc1ccccc1)Oc1ccccc1
→ 10%	0.0	17%	-3%	-10	-8	-10%	1%	1%

# Only part of the results is shown; count on the stated rates, not on these rows.
